PhoP GFP inhibition: PhoP regulon inhibitors, Salmonella typhi PhoP promoter GFP reporter, confirmatory (AID 1850); Salmonella Typhi PhoP-promoter GFP reporter, fluorescence, 4 h; higher % means a stronger effect; 310,000 compounds, 0.33% hits; inhibition, % at 50 µM; hits with a dose series show IC50 in µM; in the data active means a potency from the dose series; inconclusive means inhibition mostly from about 25% at the one dose, without a potency; inactive means the rest, 99 in 100 with inhibition below about 19%;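 further: 0% = induced wells with vehicle and 100% = uninduced wells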
tuberculosis growth: growth inhibition of non-replicating M. tuberculosis (AID 488890); 320,000 compounds, 0.39% hits; one-dose inhibition, % at 25 µM; IC50 in µM for titrated hits; Mycobacterium tuberculosis non-replicating, growth inhibition; higher % means a stronger effect; in the data active means a potency from the dose series; inconclusive means inhibition mostly from about 82% at the one dose, without a potency; inactive means the rest, 99 in 100 with inhibition below about 76%;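 further: plate controls were DMSO cells for no effect and high antibiotic wells for full effect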
inhibitors of VEEV: inhibitors of VEEV TC-83 cytopathic effect, confirmation, Vero cells (AID 588727); one-dose inhibition, % at 20 µM; IC50 in µM for titrated hits; Vero cells, VEEV TC-83 cytopathic effect inhibition; higher % means a stronger effect; 350,000 compounds, 0.13% hits; in the data active means a potency from the dose series; inconclusive means inhibition mostly from about 14% at the one dose, without a potency; inactive means the rest, 99 in 100 with inhibition below about 12%; further: strong numbers were not always called active
M. tuberculosis HTS: M. tuberculosis growth inhibition, HTS (AID 449762) | one-dose inhibition, % at 25 µM; IC50 in µM for titrated hits | 330,000 compounds, 0.59% hits | M. tuberculosis H37Rv growth inhibition, 7H9 media; higher % means a stronger effect; in the data active means a potency from the dose series; inconclusive means inhibition above about 70% without an active follow-up result;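 further: bacterial growth assessed after seven days of incubation; strong numbers were not always called active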
influenza NS1A: H1N1 influenza NS1A inhibitors, functional cell based assay (AID 504329) | inhibition, % at 12.5 µM, or IC50 in µM where a hit was titrated | 340,000 compounds, 0.3% hits | NS1A functional cell-based assay, percent inhibition; higher % means a stronger effect; in the data active means a potency from the dose series; inconclusive means inhibition above about 27% without an active follow-up result; further: strong numbers were not always called active
inhibitors of VEEV 10K pilot screen: further read-out of inhibitors of VEEV, marked with its call; inhibition, %; measured here: 10K pilot screen inhibition
Starred values were filed as active, the others as inactive; i = inactive; ? = inconclusive; . = no result given.

SMILES	PhoP GFP inhibition	tuberculosis growth	inhibitors of VEEV	M. tuberculosis HTS	influenza NS1A	others
CCOc1ccc(N(CC(=O)NC2CCCC2)C(=O)CCC(=O)Nc2nc(C)cs2)cc1	-5%	10%	2.1%	2%	4%
CC(C)C(OC(=O)c1cc2c(s1)CCCCC2)C(=O)NC(N)=O (stereo not drawn)	-7%	54%	1.3%	9%	-6%
Cn1c(=O)n(CCc2ccccc2)c(=O)c2c1nc1n2CCCN1CCc1ccccc1	3%	49%	4.3%	15%	-9%
CN(C)NC(=S)Nc1cccc(Cl)c1	-4%	?	1.0%	?	-16%
CN(C)S(=O)(=O)c1cc(NC(=O)COC(=O)/C=C/c2ccco2)ccc1Cl	-2%	3%	0.5%	-4%	2%
O=C(c1ccccc1)c1ccc(O)cc1O	-81%	1%	4.4%	4%	-5%
CC1CC(NC(=O)/C=C/C(=O)O)CC(C)(C)C1 (stereo not drawn)	-2%	15%	2.1%	-8%	0%
CCCCCC(=O)N/N=C/c1cccs1	17%	-8%	0.3%	0%	4%
O=C(Oc1ccc(Oc2ccccc2)cc1)N1CCC(O)CC1	3%	15%	0.8%	7%	-2%
CCCCCNCc1ccc(Br)cc1	-7%	30%	0.1%	-9%	-9%
Cc1cc(NC(=O)c2ccc(F)cc2)n(CCOC(=O)c2ccc(F)cc2)n1	4%	-5%	2.0%	-5%	-6%
Cc1ccccc1CN1C[C@@H]2C[C@@H](c3cn[nH]c3-c3ccc(F)cc3)N3CCC[C@@]23C1=O	0%	21%	4.5%	-3%	6%
Cc1onc(-c2c(F)cccc2Cl)c1C(=O)N=C(N)N1CC(C)OC(C)C1 (stereo not drawn)	2%	5%	1.8%	-2%	0%
O=C(N/N=C/c1ccc(Sc2nc3ccccc3s2)c([N+](=O)[O-])c1)c1ccccn1	0%	-7%	0.6%	-4%	8%
NC(=O)N/N=C/c1ccc(OCc2cccc(Cl)c2)cc1	-1%	35%	0.6%	52%	-2%
NC(=O)C(=O)N/N=C1\CCc2ccccc21	-1%	26%	i	1%	-1%
COc1ccc(C(=O)Nc2cccc3c2CCCC3)c(OC)c1	0%	12%	i	36%	.
O=C(CN1C(=O)NC2(CCCC2)C1=O)OCc1cccc(Br)c1	.	19%	0.6%	-6%	-5%
CCOC(=O)c1ccc(N2C(=O)CC(Nc3ccc(CCO)cc3)C2=O)cc1 (stereo not drawn)	-3%	7%	1.9%	-9%	3%
C=C(C)Cn1c(C(C)NC(=O)CCC)nc2ccccc21 (stereo not drawn)	0%	-11%	0.6%	-7%	5%	inhibitors of VEEV 10K pilot screen=0.0
N#Cc1ccc(S(=O)(=O)NCCc2ccncc2)cc1	.	.	i	.	21%
COc1cc(C2CC(=O)Nc3n[nH]c(-c4ccccc4)c32)cc(OC)c1OC (stereo not drawn)	-1%	-11%	.	-6%	.
O=c1c2ccccc2ncn1-c1ccccc1F	6%	-15%	1.2%	-5%	-1%
CC1=CC(O)C(O)C2(C)C1CC1OC(=O)CC3C(C)C(O)C(=O)C2C13CO (stereo not drawn)	.	.	4.5%	.	1%
Cc1c(Cl)cccc1Nc1nc(N)nc(CN2CCc3ccccc3C2)n1	-1%	?	3.5%	?	-2%

(further entries)
SMILES	PhoP GFP inhibition	tuberculosis growth	inhibitors of VEEV	M. tuberculosis HTS	influenza NS1A	others
CC1=NC(=O)C(N=Nc2cccc(O)c2)N1c1ccccc1 (stereo not drawn)	-7%	30%	2.9%	-9%	28%
COc1ccc(C(=O)Nc2c(F)c(F)c(F)c(F)c2F)c(OC)c1	-23%	-1%	3.6%	-3%	5%
O=C(Nc1ccccc1)[C@@H]1CC=C[C@@H]2CCN(Cc3ccccc3)C(=O)[C@@H]21	-5%	-14%	i	-2%	-21%
Cc1cccc(OCCCn2c(=O)oc3ccccc32)c1	6%	?	2.9%	10%	-12%
COc1ccc(-c2ccc(OC)c(OC)c2OC)c(OC)c1OC	.	.	1.8%	.	7%
CCCc1ccc(-c2csc(NC(=O)Cc3cccs3)n2)cc1	3%	49%	3.1%	3%	-25%
O=C(Cc1ccc(F)cc1)Nc1cccc(S(=O)(=O)N2CCCC2)c1	-3%	16%	3.0%	2%	-5%
FC(F)(F)c1cccc(Cn2cnc(NC(=S)NCCc3ccccc3)n2)c1	3%	31%	0.5%	10%	-12%
O=C(N/C(=C/c1cccc([N+](=O)[O-])c1)C(=O)N1CCCCC1)c1ccco1	-3%	-5%	3.8%	1%	-5%
O=C(NCCc1ccccc1Cl)C1CCC(=O)N(CC2CCCCC2)C1 (stereo not drawn)	-35%	14%	0.8%	3%	-4%
Cc1nnn(C23C[C@@H]4C[C@@H](CC(C(=O)N5CCN(c6ccccc6)CC5)(C4)C2)C3)n1	8%	18%	2.0%	1%	-18%
O=C(NNC(=S)NC(=O)c1cccnc1)c1ccc(F)cc1	16%	26%	1.7%	?	3%
COCCNC(=O)CS(=O)(=O)Cc1nc(-c2ccc(C)cc2)oc1C	0%	.	0.4%	6%	5%
O=C(NCc1ccccc1)c1ccc(CS(=O)(=O)Cc2ccccc2F)o1	6%	-3%	1.6%	-7%	3%
COc1ccc(OC)c(S(=O)(=O)Nc2ccccc2C(=O)O)c1	-2%	4%	3.1%	4%	6%
Cc1ccc([C@H]2C(C(=O)O)=CC[C@@H](c3ccc(C)cc3)N2S(=O)(=O)c2ccccc2C)cc1	.	45%	0.0%	3%	-12%
Cc1ccccc1N1CCN(C2CCCN(C(=O)CCC(=O)N(C)C)C2)CC1 (stereo not drawn)	5%	-10%	0.1%	-1%	-3%
CCC(=O)Nc1nn(CC(C)C)c2nc3ccc(C)cc3cc12	2%	-8%	2.4%	8%	-18%
O=C(CN1C(=O)NC2NC(=O)NC21)N/N=C/c1ccccc1F (stereo not drawn)	-6%	-6%	.	-3%	.
O=C1/C(=C\c2ccccc2)SC(=S)N1CCC(=O)N1CCCCC1CCO (stereo not drawn)	-3%	61%	?	11%	6%
Cc1cc(C)c(NC(=O)Cn2nc(-c3ccccc3)nc2-c2ccccc2)c(C)c1	-8%	-18%	0.1%	-2%	-4%
COc1ccc(C2c3c(ccc4ccccc34)Oc3ncn4nc(Cc5ccc(OC)c(OC)c5)nc4c32)cc1 (stereo not drawn)	4%	-9%	.	9%	.
CCC1c2ccc(C)n2CCN1C(=O)Nc1cc(Cl)ccc1OC (stereo not drawn)	5%	35%	11%	6%	7%	inhibitors of VEEV 10K pilot screen=0.0
CCCn1nnnc1SCC(=O)NCc1ccc2c(c1)OCO2	6%	13%	i	-1%	3%
Cc1nnc(SCC(=O)N(C(C)C)C(C)C)nc1C	6%	-3%	i	-7%	-19%

(further entries)
SMILES	PhoP GFP inhibition	tuberculosis growth	inhibitors of VEEV	M. tuberculosis HTS	influenza NS1A	others
COC(=O)c1ccc(OCC(O)CN2C(=O)c3ccccc3C2=O)cc1 (stereo not drawn)	-6%	-10%	1.6%	-4%	20%
CN(C)C(CNC(=O)CCc1c[nH]c2ccccc12)c1ccccc1 (stereo not drawn)	1%	4%	i	10%	-1%
O=C(CS(=O)(=O)c1c[nH]c2ccccc12)NC1CCCCC1	5%	.	0.8%	-8%	32%
CCCCC(CC)C(=O)Nc1cc(C(=O)NCc2ccc(C)cc2)ccc1N1CCC2(CC1)CC(c1cccc(Br)c1)=NO2 (stereo not drawn)	3%	1%	0.5%	-5%	-2%
COc1ccc(CNC(=O)/C(C)=C\C(=O)O)cc1	-5%	61%	1.3%	5%	-7%
CCc1ccc(N=CC23c4ccccc4C(c4ccccc42)C2C(=O)N(c4ccc(OC)cc4)C(=O)C23)cc1 (stereo not drawn)	-5%	77%	6.0%	53µM*	16%	inhibitors of VEEV 10K pilot screen=3.7
CCOc1cc(/C=N/NC(=O)C(N)=O)cc(Br)c1O	-1%	0%	0.4%	-5%	-16%
Cc1ccccc1NC(=O)c1ccc(Cl)c(NC(=O)c2cccnc2)c1	7%	.	.	1%	.
Cc1ccccc1N(C(=O)c1ccco1)C(C(=O)NC1CCCC1)c1cccnc1 (stereo not drawn)	7%	5%	1.4%	5%	8%
CC1(C)CC(=O)C(C(O)c2cccc([N+](=O)[O-])c2)C(C)(C)N1 (stereo not drawn)	-9%	25%	0.8%	-17%	-6%
O=C(CN(C(=O)CCC(=O)Nc1ccccn1)c1ccc(F)cc1)NCCc1ccccc1	-1%	2%	1.3%	3%	-8%
COCCn1c(C)cc(C(=O)CSc2ncn[nH]2)c1C	-10%	11%	5.4%	-2%	5%	inhibitors of VEEV 10K pilot screen=0.5
O=C(COCc1cc(-c2ccc3c(c2)OCO3)on1)N1CCN(c2ccccc2)CC1	-9%	54%	1.5%	5%	7%
O=C(CCN1C(=O)/C(=C/c2cccs2)SC1=S)Nc1cccc(C(=O)O)c1	-21%	10%	3.3%	7%	9%
CCOC(=O)N1CCN(c2cc(C)c(C(C)=O)cc2F)CC1	-2%	14%	i	-3%	1%
Cc1cccc(N(CC(=O)N2CCCCCC2)S(C)(=O)=O)c1C	-5%	-12%	i	-2%	-13%
COc1ccccc1C(=O)Nc1ccc(Oc2nnc(-c3ccc(C)cc3)c3ccccc23)cc1	1%	32%	1.0%	14%	9%
CC(C)(C)Sc1ccc(N)nc1	-10%	-5%	1.4%	-7%	-1%	inhibitors of VEEV 10K pilot screen=1.4
COc1cccc(NC(=O)CN(C)C(=O)c2ccc3c(c2)S(=O)(=O)N=C2CCCCCN23)c1	3%	7%	1.8%	-1%	-2%
Cc1ccc(SCC(=O)NCCCc2ccccc2)cc1	-3%	74%	i	-4%	6%
O=C1/C(=C/Nc2ccc3c(c2)OCO3)CCc2ccccc21	-5%	66%	5.5%	73µM*	3%
COC(=O)Oc1ccc(/C=N/NC(=O)CSCc2ccccc2Br)cc1OC	-1%	?	2.3%	2%	-19%
C=COC(=O)NC1CCc2cc(OC)c(OC)c(OC)c2-c2ccc(SC)c(=O)cc21 (stereo not drawn)	.	.	29%	.	3%
O=C1c2ccccc2-c2onc3ccc(NCCCn4ccnc4)c1c23	-59%	72%	.	?	.
O=C1N=C(N2CCOCC2)S/C1=C\c1ccncc1	7%	-15%	3.0%	-1%	-2%

Later entries
SMILES	PhoP GFP inhibition	tuberculosis growth	inhibitors of VEEV	M. tuberculosis HTS	influenza NS1A	others
Cc1cc(C)c(S(=O)(=O)c2ccc(Cl)cc2)c(=O)[nH]1	3%	-12%	0.9%	-3%	-24%
CC[C@]12c3[nH]c4cc(CCC(=O)N(C)C)ccc4c3CCN1C(=O)[C@@H](CC(=O)NCc1ccc(OC)c(OC)c1)C[C@@H]2C(=O)N1CCN(C(=O)C2CC2)CC1	.	.	0.4%	.	-12%
COc1ccc(Br)cc1C(=O)Nc1ccccc1N1CCCC1	4%	73%	0.3%	?	5%
O=C(CCCc1ccccc1)Nc1cccnc1	24%	18%	1.9%	3%	-10%
COc1ccc(C(=O)N2CCN(C)C(=O)[C@@H]2C)cc1OC1CCN(C(C)=O)CC1	-10%	-8%	1.7%	-4%	-7%
CSc1c(CC(=O)NCCCO)n(Cc2ccccc2)c2ccccc12	-9%	7%	i	2%	1%
O=S(=O)(Cc1ccccc1Cl)c1ncn[nH]1	-12%	-11%	2.3%	-3%	.
O=C(NC1CCCCCC1)c1cccnc1Sc1ccc(Cl)cc1	2%	-7%	i	0%	-12%
Cc1ccc(C(C(=O)NC2CCCCC2)N(CC2CCCO2)C(=O)CNC(=O)c2cccs2)cc1 (stereo not drawn)	-6%	22%	i	-6%	0%
CCOc1cc(C(=O)CSc2nnc(CNc3ccc(Cl)cc3)o2)ccc1NC(=O)CC	-7%	-10%	1.2%	2%	0%

5 entries from above, ordered by SMILES length, smallest number first:
SMILES	PhoP GFP inhibition	tuberculosis growth	inhibitors of VEEV	M. tuberculosis HTS	influenza NS1A	others
O=S(=O)(Cc1ccccc1Cl)c1ncn[nH]1	-12%	-11%	2.3%	-3%	.
O=C(NC1CCCCCC1)c1cccnc1Sc1ccc(Cl)cc1	2%	-7%	i	0%	-12%
CSc1c(CC(=O)NCCCO)n(Cc2ccccc2)c2ccccc12	-9%	7%	i	2%	1%
Cc1cc(C)c(S(=O)(=O)c2ccc(Cl)cc2)c(=O)[nH]1	3%	-12%	0.9%	-3%	-24%
Cc1ccc(C(C(=O)NC2CCCCC2)N(CC2CCCO2)C(=O)CNC(=O)c2cccs2)cc1 (stereo not drawn)	-6%	22%	i	-6%	0%

Pulled one by one from the list above (3):
SMILES	PhoP GFP inhibition	tuberculosis growth	inhibitors of VEEV	M. tuberculosis HTS	influenza NS1A	others
Cc1cc(C)c(S(=O)(=O)c2ccc(Cl)cc2)c(=O)[nH]1	3%	-12%	0.9%	-3%	-24%
O=S(=O)(Cc1ccccc1Cl)c1ncn[nH]1	-12%	-11%	2.3%	-3%	.
CSc1c(CC(=O)NCCCO)n(Cc2ccccc2)c2ccccc12	-9%	7%	i	2%	1%

Rows were taken by chance; 1.5% or so of the library scored in one or more.
